# Screens from PubChem BioAssay.
# p53null 39C tox = selectivity test: cytotoxicity in p53 null cells, nonpermissive temperature; H1299 p53-null (neo) cells, 39C, ATPlite viability, 24 h; Potency, µM (series often up to 46.1 µM), without a hit: at the highest dose activity, negative = cell killing, most hits filed as cytotoxic; hit rate 0.97% among 55,000; AID 904;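 also: 0% = DMSO only and -100% = full killing by 100 µM tamoxifen; nearly all actives have a fitted effect of over 50% in size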
#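 H1299 lung cancer cells, p53-null (H1299-neo) or expressing p53 A138V (H1299-p53A138V), were plated overnight at 37C, then exposed to compounds at up to 46 uM for 24 hr at 39C. Viability was read by ATP-based luminescence.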
# p53null 32C tox = p53 null cell cytotoxicity, permissive temperature; H1299-neo p53 null cells, ATP luminescence, 24 h, 32C; Potency, µM (top dose mostly 46.1 µM), inactives show at the highest dose activity change, negative = cytotoxicity, most hits filed as cytotoxic; hit rate 0.62% among 55,000; AID 903;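 also: 0% = DMSO only and -100% = full killing by 100 µM tamoxifen; nearly all actives have a fitted effect of over 55% in size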
#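 Cells lacking p53 (H1299-neo) are plated at 600 per well and allowed to settle overnight at 37C. Test compounds (up to 46 uM) are added and held 24 hours at 32C, then ATP is quantified by luminescence.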
# Active calls of the source: *; ? = inconclusive; [ ] = another dose, or the depositor's remark. Calls follow the shape of the dose curve; as a rule, active = well fitted cell-killing curve with a large enough effect; inconclusive = small, poorly fitted or top-dose-only effect; inactive = no such curve, though single readings can be large or run the other way. Potency is read from the fitted curve at half-maximal effect. A portion of the library. The share of hits here may be higher or lower than overall.
# Sample of the layout (five entries):
SMILES,p53null 39C tox,p53null 32C tox
CC(=O)Nc1ccc(OCC(O)CN2CCN(c3ccccc3Cl)CC2)cc1 (stereo unspecified),-6.8%,-1.7%
COc1cc(C(=O)N2CCN(c3cccc(C)c3C)CC2)cc(OC)c1OC,-8.7%,28.1%
O=C(NCc1ccc2c(c1)OCO2)c1cccc(S(=O)(=O)N2CCCCC2)c1,-12.5%,-1.6%
Cc1ccc(NC(=O)Cn2nnc(C(=O)NCc3cccs3)c2N)cc1,7.7%,1.8%
CCOc1ccccc1N(C(=O)Cn1nnnc1-c1ccc(C)o1)C(CC)C(=O)NC(C)(C)C (stereo unspecified),25.1%,2.4%

# Main list, repeating the preview:
SMILES,p53null 39C tox,p53null 32C tox
CC(=O)Nc1ccc(OCC(O)CN2CCN(c3ccccc3Cl)CC2)cc1 (stereo unspecified),-6.8%,-1.7%
COc1cc(C(=O)N2CCN(c3cccc(C)c3C)CC2)cc(OC)c1OC,-8.7%,28.1%
O=C(NCc1ccc2c(c1)OCO2)c1cccc(S(=O)(=O)N2CCCCC2)c1,-12.5%,-1.6%
Cc1ccc(NC(=O)Cn2nnc(C(=O)NCc3cccs3)c2N)cc1,7.7%,1.8%
CCOc1ccccc1N(C(=O)Cn1nnnc1-c1ccc(C)o1)C(CC)C(=O)NC(C)(C)C (stereo unspecified),25.1%,2.4%
O=C(NCCc1ccccc1)c1ccco1,6.3%,0.4%
CCn1cc(C(=O)O)c(=O)c2cc(F)c(N3CCN(S(=O)(=O)c4ccc(Br)cc4)CC3)cc21,16.4%,4.0%
CSc1nc2c(ccc3ccccc32)o1,-7.2%,1.6%
Cc1cc(C(F)(F)F)nn1CC(=O)Nc1ccc(Br)c2cccnc12,8.5%,4.5%
COCCCNC(=O)C1CCCN(S(=O)(=O)c2ccc(C)cc2)C1 (stereo unspecified),19.5%,-1.2%
CC1(C)CC(=O)C(CC(=O)Nc2ccc(S(N)(=O)=O)cc2)=C(O)C1,-11.8%,-5.0%
Nc1nc(SCc2ccc(Cl)cc2Cl)ns1,-2.3%,-5.8%
O=C1/C(=C\c2ccc3ccccc3c2)CCCc2ccccc21,-5.1%,5.7%
NC(=O)C1CCN(C(=O)CCSc2ccccc2)CC1,7.3%,-3.7%
CCCCCC1CC(CC(=O)NC(=S)Nc2ccc([N+](=O)[O-])cc2)C(=O)O1 (stereo unspecified),-13.0%,-5.6%
COC(=O)c1ccccc1NC(=O)Cc1nc(-c2ccccc2)sc1-c1ccc(C)cc1,21.6%,-1.1%
O=C(O)C1CCC(CNCc2ccccc2Cl)CC1 (stereo unspecified),6.8%,11.3%
O=C(COC(=O)/C=C/c1ccccc1Cl)NCCc1ccc(Cl)cc1Cl,-0.8%,-9.4%
CC(NC(=O)c1ccco1)c1cccc2ccccc12 (stereo unspecified),8.4%,-3.5%
COc1cccc(S(=O)(=O)Nc2ccc(C(=O)N3CCN(C(=O)c4ccco4)CC3)cc2)c1,2.4%,-20.1%
Cc1cc(C)n(C(=O)c2nn(C)c(C)c2[N+](=O)[O-])n1,21.5%,4.8%
O=c1cc(Nc2ccc3c(c2)OCCO3)[nH]c(=O)n1Cc1ccc(F)cc1,34.8%,2.5%
CC(NS(=O)(=O)c1ccc(Cl)cc1)C(c1cccs1)N1CCN(C)CC1 (stereo unspecified),-0.8%,-10.2%
OC(COc1ccc2ccccc2c1)Cn1cncn1 (stereo unspecified),-6.6%,5.8%
Cc1nn2cnc3sc4c(c3c2nc1=O)CCCC4,-5.6%,-0.4%
Cc1cc(C)n(C(=O)CNc2ccccc2Cl)n1,-6.7%,-0.3%
CCOC(=O)C(C)Sc1nnc(Cc2cc(=O)[nH]c(=O)[nH]2)n1-c1ccc(Cl)cc1 (stereo unspecified),13.6%,-3.7%
O=S(=O)(NCC(c1cccnc1)N1CCN(Cc2ccccc2)CC1)c1ccccc1 (stereo unspecified),12.8%,8.9%
COc1ccc(-c2csc(NC(=O)CC(C)C)n2)cc1,10.9%,-2.7%
Cn1c(=O)cc(SCC(=O)NCC2CCCO2)c2ccc(Cl)cc21 (stereo unspecified),-1.0%,10.1%
CCc1cccc(Nc2cc(C)nc3nc(C)nn23)c1,18.3%,-3.3%
COc1cc(C(=O)OCc2cc3ccccc3[nH]c2=O)cc(OC)c1OC,16.2%,14.0%
O=C(NC(=S)NNC(=O)c1ccccc1[N+](=O)[O-])c1ccccc1,-8.1%,-14.0%
Cc1cc2c(cc1C)NC(CC(=O)NCc1ccccc1)C(=O)N2 (stereo unspecified),-10.4%,-7.0%
O=C(c1cc(NC(=O)C23CC4CC(CC(C4)C2)C3)cc(NC(=O)C23CC4CC(CC(C4)C2)C3)c1)N1CCCCC1,-21.3%,-19.2%
COc1ccc(N/N=C(\C#N)C(N)=O)cc1,-12.7%,-16.3%
Cc1ccc(NC(=O)CCN2C(=O)CSC2=O)cc1,-15.2%,-3.0%
CCOC(=O)C1CCN(Cc2ccc(F)cc2)CC1,-3.4%,-5.9%
CC(c1ccccc1)n1cc(C(=O)NCCCn2ccnc2)nn1 (stereo unspecified),-0.1%,6.6%
O=C(NCCc1ccccc1)c1ccc(Cl)nc1,-13.2%,-14.0%
O=C(C1CCN(c2nnc(N3CCCC3=O)s2)CC1)N1CCN(Cc2ccc3c(c2)OCO3)CC1,6.3%,-3.5%
CC(C)CC(c1nnnn1Cc1cccs1)N1CCN(c2nc3ccccc3s2)CC1 (stereo unspecified),-10.9%,-0.8%
CS(=O)(=O)N(Cc1ccccc1F)c1ccccc1,4.7%,-2.8%
CCC(=O)N1c2ccccc2C(N(C(C)=O)c2ccccc2)CC1C (stereo unspecified),8.8%,-8.3%
O=C1c2ccccc2C(=O)N1c1cccc(-c2csc(Nc3ccc4c(c3)OCO4)n2)c1,12.0%[1.84 µM],?
Cn1c(N2CCN(C(=O)NC34CC5CC(CC(C5)C3)C4)CC2)nc2ccccc21,1.8%,3.8%
CCOc1ccc(NC(=O)CSc2nnc(Cn3cnc4ccccc43)n2C)cc1,-16.3%,-2.1%
Cc1onc(-c2c(Cl)cccc2Cl)c1C(=O)NC(=S)Nc1sc2c(c1C(N)=O)CCC(C)C2 (stereo unspecified),19.2%,-7.6%
COc1cccc(C2=NOC(C(=O)N3CCc4ccccc4C3)C2)c1 (stereo unspecified),-8.3%,-1.8%
CCOC(=O)c1cc2c(C)nn(-c3ccccc3)c2s1,1.5%,-1.2%
COc1ccc(OC)c(C2C(C(C)=O)=C(O)C(=O)N2CCc2ccc(OC)c(OC)c2)c1 (stereo unspecified),1.9%,-0.8%
Cc1ccc(Cn2nnc(C(=O)Nc3cc(C)ccc3C)c2N)cc1,5.4%,1.8%
CC(C)(C)c1ccc(C(=O)N2CCC(C(=O)NCc3ccco3)CC2)cc1,-0.6%,0.5%
CCn1c(CNc2ccc(Cl)cc2)nnc1SCc1ccc(Cl)cc1,-21.5%,-7.8%
CCNc1nnc(CSc2nc3ccccc3s2)s1,-2.0%,-9.4%
Cc1ccccc1-c1nnc2c3ccccc3c(C)nn12,-4.7%,5.8%
COc1ccc(/C=N/Nc2ncc(-c3ccccc3)cn2)c(OC)c1,10.8%,-1.9%
O=C(C(=O)N1CCc2ccccc2C1)c1cn(CC(=O)N2CCCCC2)c2ccccc12,-3.1%,-1.7%
COc1cccc(NC(=O)Cn2cnc3sc(C)c(S(=O)(=O)N4CCN(C)CC4)c3c2=O)c1,-2.9%,-8.6%
Cn1c(C(=O)NCC2CCCO2)cc2c(=O)[nH]c3ccccc3c21 (stereo unspecified),6.5%,9.7%
# Further records.
SMILES,p53null 39C tox,p53null 32C tox
Cc1ccc(-n2c(SCC(=O)NCc3ccco3)nnc2-c2cccnc2)cc1,-12.8%,2.0%
CCC(C)(C)NC(=O)C(c1cccn1C)N(Cc1ccc(OC)cc1)C(=O)Cn1nnc2ccccc21 (stereo unspecified),-4.0%,7.3%
Cc1cccc(NC(=O)c2cnc3n(c2=O)CCS3)c1,23.8%,0.0%
O=C(Nc1ccc2oc(-c3ccccc3)nc2c1)c1cccs1,-28.5%,9.9%
COc1ccc(-c2nc(C#N)c(N3CC(C)OC(C)C3)o2)cc1OC (stereo unspecified),5.3%,5.6%
O=c1cc(-c2ccccc2Cl)c2c([nH]1)CCC2,8.5%,4.3%
CN(C)c1ccc(/C=C2\CCCCC2=O)cc1,-25.9%,-29.3%
COc1ccccc1NC(=O)c1ccc(NC(=O)CSc2nncn2C)cc1,6.9%[1.84 µM],-1.4%
CCCCCn1nc(C)c2c(C)cc(=O)[nH]c21,13.0%,5.3%
CC(C)(C)OC(=O)N1CCCC1C(=O)N1CCc2ccccc21 (stereo unspecified),4.9%,5.2%
O=C(COC(=O)c1cccnc1)Nc1ccccc1,-0.2%,-8.1%
O=C(O)c1cnn2c(C(F)F)cc(C(F)F)nc12,19.1%,-5.8%
COC(=O)c1nc2ccccc2s1,6.9%,2.4%
CS(=O)(=O)N(CCc1ccccc1)CC(=O)N1CCN(c2ccc(F)cc2)CC1,5.8%,-4.2%
COc1ccc(C2C(C(=O)N3CCOCC3)CCC(=O)N2c2cc(OC)c(OC)c(OC)c2)cc1 (stereo unspecified),-4.5%,-3.8%
Cc1cc(C)cc(NC(=O)CSc2nnc(Cn3c(=O)sc4ccccc43)n2C)c1,-14.1%,-7.1%
c1ccc(-n2nnnc2-c2cnc(-c3ccncc3)nc2-c2cccs2)cc1,-3.8%,28.2%
Cc1ccc(NCc2nnc(SCC(=O)Nc3cc(C)on3)n2C)cc1,15.4%,2.4%
Cc1cc(Br)cc(Cl)c1OCC(=O)NC(=O)NCc1ccccc1,2.3%,3.9%
CC(C)Nc1nc(NC(C)C)nc(NS(=O)(=O)c2ccc(N)cc2)n1,22.9%,3.1%
Cc1ccc2nc(Nc3ccccc3)c(/C=N/O)c(=O)n2c1,-5.1%,4.8%
C=C(Cl)COC(=O)C1C2C=CC(C2)C1C(=O)O (stereo unspecified),33.1%,1.4%
COC(=O)C1=CN(C)C=C(C(=O)OC)C1c1ccccc1Cl,3.2%,-4.0%
CCN(CC)C(=O)c1cnn(-c2ccccc2)c1NC(=O)c1ccccc1F,-4.6%,0.8%
COC(=O)C1(Cc2ccccc2)NC(c2ccccc2C)C2C(=O)N(c3ccc4c(c3)OCO4)C(=O)C21 (stereo unspecified),-25.2%,-4.8%
Cc1cccc(NC(=S)NCC(c2cccnc2)N(C)C)c1C (stereo unspecified),0.8%,-4.3%
Nc1ccc(C(=O)OCC(=O)N2CCOCC2)cc1[N+](=O)[O-],23.4%,3.0%
COc1ccc(-c2cc(N3C(=O)Nc4ccccc4N3O)n[nH]2)cc1OC,4.1%,-5.8%
COc1ccc2c(c1)c1nc3ccccc3nc1n2Cc1ccc(OC(C)C)c(OC)c1,22.1%[1.84 µM],0.5%
COc1cc(C(=O)OCC(=O)N(C)Cc2ccccc2)cc(OC)c1OC,4.2%,-7.1%

# Not a retest: an excerpt of the list.
SMILES,p53null 39C tox,p53null 32C tox
CC(C)Nc1nc(NC(C)C)nc(NS(=O)(=O)c2ccc(N)cc2)n1,22.9%,3.1%
Cc1ccc2nc(Nc3ccccc3)c(/C=N/O)c(=O)n2c1,-5.1%,4.8%
C=C(Cl)COC(=O)C1C2C=CC(C2)C1C(=O)O (stereo unspecified),33.1%,1.4%
COC(=O)C1=CN(C)C=C(C(=O)OC)C1c1ccccc1Cl,3.2%,-4.0%
CCN(CC)C(=O)c1cnn(-c2ccccc2)c1NC(=O)c1ccccc1F,-4.6%,0.8%
COC(=O)C1(Cc2ccccc2)NC(c2ccccc2C)C2C(=O)N(c3ccc4c(c3)OCO4)C(=O)C21 (stereo unspecified),-25.2%,-4.8%
Cc1cccc(NC(=S)NCC(c2cccnc2)N(C)C)c1C (stereo unspecified),0.8%,-4.3%

# Next part
SMILES,p53null 39C tox,p53null 32C tox
CCOC(=O)c1c(NC(=O)COC(=O)c2c(C)noc2C)sc2c1CCC2,4.4%,-4.0%
CC(C)c1nnc(SCC(=O)N2CCOCC2)n1C,14.2%,-6.7%
CC(=O)Nc1ccc(OC(=O)c2ccco2)cc1,-0.8%,5.5%
Cc1ccc(C(=O)C(C)Oc2cccc(NC(=O)c3ccco3)c2)cc1 (stereo unspecified),2.2%,1.7%
COc1cccc(-n2c(=O)[nH]cc(C(=O)Nc3ccc4c(c3)OCCO4)c2=O)c1,20.8%,17.7%
CN1C(=O)c2cccc3c(S(=O)(=O)Nc4ccccn4)ccc1c23,-7.3%,-10.9%
CCOC(=O)c1ccccc1NC(=O)CSc1nnc(C(C)C)n1CC,24.0%,-1.7%
CN(C)S(=O)(=O)N(CC(=O)Nc1ccc2ccccc2c1)c1ccccc1,-0.6%,-9.7%
CC(C)C[C@H](NC(=O)Nc1cccc(C(F)(F)F)c1)C(=O)O,34.4%[activator],14.8%
O=C1C(=O)N(Cc2ccco2)C(c2cccc(Cl)c2)/C1=C(\O)c1ccc2c(c1)OCCO2 (stereo unspecified),12.2%,3.9%
COc1ccccc1NC(=O)CSc1nncn1-c1cccnc1,-15.1%,6.5%
Cc1cccc(OCC(=O)Nc2cc(C)on2)c1,22.8%,-5.9%
CC1(C)CCCC(C)(C)N1CC(O)COCCOc1ccc(Br)cc1 (stereo unspecified),-28.6%[1.84 µM],?
O=C(Nc1ccccn1)c1ccc([N+](=O)[O-])cc1Cl,-1.9%[1.84 µM],-18.2%
O=C(CC1C(=O)N(c2ccccc2)C(=S)N1c1ccccc1)c1ccccc1 (stereo unspecified),30.7%[1.84 µM],-15.1%
O=C(Nc1ccc(F)cc1)c1cn(-c2ccccc2)nc1-c1ccncc1,1.2%,-5.3%
